Pf apPOL block: Pf-apPOL DNA polymerase inhibition | 210,000 compounds, 0.25% hits | Recombinant Pf-apPOL, molecular beacon fluorescence, 1.5 h | inhibition, % at 10 µM
mHTT CaM bind: inhibitors of human mutant huntingtin-calmodulin interaction | P42858 | AlphaScreen His-mHTT/GST-CaM binding, luminescence | inhibition, % at 15 µM | 190,000 compounds, 3.6% hits;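 note: 0% = both proteins with DMSO and 100% = one protein alone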
Active calls of the source: *. Cut-off read from the data, not from the text of the source: active = inhibition above about 50%; inactive = the rest. The order is random; about 3.5% have a hit in one of these screens.

Screening c1nc(NCC2CCCO2)c2sc3nc(N4CCOCC4)c4c(c3c2n1)CCCC4 (centres undefined) returned Pf apPOL block 2 and mHTT CaM bind 25.
`O=C(Cc1ccccc1Cl)N1CCCC(COc2cccc(C(=O)N3CCCC3)c2)C1` (centres undefined) gave Pf apPOL block -3 and mHTT CaM bind 6.
`O=C(Cc1ccc(Cl)cc1)N1CCc2nc3cc[nH]n3c(=O)c2C1` gave Pf apPOL block -3 and mHTT CaM bind 0.
O=C(CSCc1cccc(Cl)c1)NCc1ccccc1 was read as Pf apPOL block -6 and mHTT CaM bind -23.
Screening CN1C(=O)C2(CCN(C(=O)c3cccc(Cl)c3)C2)c2ccccc21 (centres undefined) returned Pf apPOL block -2 and mHTT CaM bind 1.
CN1C(=O)CCc2cc(C(=O)N3CCCC3)ccc21 was read as Pf apPOL block -2 and mHTT CaM bind -4.
For CC(=O)Nc1ccc(N2C(=O)c3ccccc3CC2(C)C(=O)NCc2ccccc2C)cc1 (centres undefined) the results were Pf apPOL block 0 and mHTT CaM bind 11.
For Cc1cc(OC(=O)c2ccc3c(c2)OCO3)cc2c1C(=O)C(=Cc1cccnc1)O2 the results were Pf apPOL block -8 and mHTT CaM bind 4.
Screening O=C1S/C(=C\c2ccc(O)cc2)C(=O)N1Cc1ccc(Cl)cc1 returned Pf apPOL block -2 and mHTT CaM bind 45.
Screening O=C1OC(c2cccc(F)c2)=N/C1=C\c1ccccc1I returned Pf apPOL block 20 and mHTT CaM bind 6.
Cc1cc(Cl)ccc1OCC(=O)Nc1cccc(NC(=O)c2ccco2)c1 was read as Pf apPOL block -5 and mHTT CaM bind 20.
For CC1CCCN(C(=O)c2ccc3c(c2)CC(=O)N3Cc2ccccc2)C1 (centres undefined) the results were Pf apPOL block -9 and mHTT CaM bind 22.
For O=C(Nc1ccc2c(c1)OCO2)c1nn2c(c1Cl)NC(c1cccs1)CC2C(F)(F)F (centres undefined) the results were Pf apPOL block -4 and mHTT CaM bind 23.
Screening Cc1c(C(=O)N2CCCCCC2)sc2ncn(Cc3ccccc3F)c(=O)c12 returned Pf apPOL block 0 and mHTT CaM bind 7.
For CC1CCn2c(nc3cc(C(=O)NCCc4ccccc4Cl)ccc32)C1 (centres undefined) the results were Pf apPOL block 0 and mHTT CaM bind -6.
Cc1ccc(CNC(=O)c2c(O)c3cccc4c3n(c2=O)CC4)cc1 was read as Pf apPOL block -4 and mHTT CaM bind -1.
For COc1ccc2[nH]cc(CCN3C(=O)c4ccccc4C3=O)c2c1 the results were Pf apPOL block 1 and mHTT CaM bind 19.
Screening O=[N+]([O-])c1ccc(Nc2cccc(F)c2)nc1 returned Pf apPOL block -2 and mHTT CaM bind -4.
For CC(C)(C)c1csc(Cc2ccc(-c3csnn3)cc2)n1 the results were Pf apPOL block -19.
Screening Cc1ccc(S(=O)(=O)N2CCC(CCNC(=O)NCc3ccco3)CC2)cc1 returned Pf apPOL block 1 and mHTT CaM bind 45.
`COc1ccc(NS(=O)(=O)c2ccc(NC(=O)CSc3ccc(C)cc3)cc2)cc1` gave Pf apPOL block -3 and mHTT CaM bind 18.
Cc1cccc(NC(=O)CCC2CCCN(c3cc(NC4CC4)ncn3)C2)c1 (centres undefined) was read as Pf apPOL block -5 and mHTT CaM bind 8.
COc1ccc(N(CC(=O)N2CCN(C)CC2)S(C)(=O)=O)cc1OC was read as Pf apPOL block 2 and mHTT CaM bind -3.
O=C(Nc1ccc(F)cc1)OCCN1CCCC12CCC(c1ccccc1)CC2 (centres undefined) was read as Pf apPOL block -3 and mHTT CaM bind -15.
Cc1ccc(C(=O)n2nnc3ccccc32)cc1Br was read as Pf apPOL block -5 and mHTT CaM bind 1.
CC(C)c1ccc(N2CCC(C(=O)NC(C)(C)C)C2=O)cc1 (centres undefined) was read as Pf apPOL block -4 and mHTT CaM bind -7.
For Cc1cc(Cl)c(OCCCN2CCN(C)CC2)c(Br)c1 the results were Pf apPOL block 0 and mHTT CaM bind 17.
For O=C(Oc1cc(S(=O)(=O)c2ccccc2)ccc1[N+](=O)[O-])c1ccc(Cl)cc1 the results were Pf apPOL block -2.
For COc1ccc(C2C(C(=O)Nc3ccc(F)cc3)c3ccccc3C(=O)N2C)cc1 (centres undefined) the results were Pf apPOL block -5 and mHTT CaM bind 1.
O=C1c2ccccc2C(O)(Cc2ccccc2)N1C1CCCCC1 (centres undefined) was read as Pf apPOL block -2 and mHTT CaM bind 5.

The closing 2 entries of the part above lead into the next:
For COc1ccc(C2C(C(=O)Nc3ccc(F)cc3)c3ccccc3C(=O)N2C)cc1 (centres undefined) the results were Pf apPOL block -5 and mHTT CaM bind 1.
O=C1c2ccccc2C(O)(Cc2ccccc2)N1C1CCCCC1 (centres undefined) was read as Pf apPOL block -2 and mHTT CaM bind 5.
`O=C(CCC(=O)N1CCn2cccc2C1c1ccc(F)cc1)NC1CC1` (centres undefined) gave Pf apPOL block -2 and mHTT CaM bind 8.
O=C(NC1CCN(Cc2ccccc2)CC1)c1ccc2c(c1)nc1n2CCCC1 was read as Pf apPOL block -4 and mHTT CaM bind 0.
For CNc1nccc(N2CCC(CC(=O)NCc3cnccn3)CC2)n1 the results were Pf apPOL block -5 and mHTT CaM bind -2.
CC(=O)N1c2ccc(S(=O)(=O)N3CCCCC3)cc2CC1C (centres undefined) was read as Pf apPOL block 3 and mHTT CaM bind -6.
Cc1ccccc1NC(=O)C1CCN(C(=O)c2ccccc2C)CC1 was read as Pf apPOL block -14 and mHTT CaM bind -14.
Screening Cc1nn(-c2nc3ccccc3[nH]2)c2c1C(=O)CC(c1ccc(C(C)C)cc1)C2 (centres undefined) returned Pf apPOL block -5 and mHTT CaM bind 4.
Screening COc1ccc(-c2cc(N3CCCC(C(=O)Nc4nccs4)C3)ncn2)cc1 (centres undefined) returned Pf apPOL block -6 and mHTT CaM bind 10.
Screening CC(C)(C)CC(=O)N1CCC(CCOc2ccc(F)cc2)CC1 returned Pf apPOL block -2 and mHTT CaM bind -10.
Screening O=S(=O)(NCC(O)(c1ccccc1)C(F)(F)F)c1ccc(F)c(Cl)c1 (centres undefined) returned Pf apPOL block -10 and mHTT CaM bind -12.
CCn1cnc2cc(NCc3ccc(N(C)C)cc3)ccc21 was read as Pf apPOL block -5 and mHTT CaM bind 14.
CC(=O)c1ccc(N2CCN(Cc3ccccc3[N+](=O)[O-])CC2)cc1 was read as Pf apPOL block -2 and mHTT CaM bind 9.
For Cc1nc2ccccc2c2c1C(=O)N(c1ccc(C(N)=O)cc1)C2=O the results were Pf apPOL block -4 and mHTT CaM bind 0.
O=C(c1ccc(-c2nc(-c3cccc(F)c3)no2)cc1)N1CCOCC1 was read as Pf apPOL block -2 and mHTT CaM bind -11.
For CNc1nccc(N2CCC(CC(=O)N3CCCN(c4ncccn4)CC3)CC2)n1 the results were Pf apPOL block -4 and mHTT CaM bind 8.
For CCC(=O)Nc1cccc(-c2noc(C3CCCN(C(=O)c4cccc(Cl)c4)C3)n2)c1 (centres undefined) the results were Pf apPOL block 5 and mHTT CaM bind 1.
For CCOc1ccccc1CNC(=O)c1cn(C)c(=O)c2c1c1ccccc1n2C the results were Pf apPOL block -8 and mHTT CaM bind -6.
`O=[N+]([O-])c1ccccc1CN1CCN(Cc2ccccn2)CC1` gave Pf apPOL block 5 and mHTT CaM bind 4.
`CC(=O)Nc1ccc(S(=O)(=O)NC2=NCN(c3ccc([N+](=O)[O-])cc3)CN2)cc1` gave Pf apPOL block 1 and mHTT CaM bind 3.
O=c1/c(=C/c2cccc(F)c2)sc2nc(-c3ccccc3)nn12 was read as Pf apPOL block -4 and mHTT CaM bind 4.
For COC(=O)[C@H]1NC(=O)N2[C@@H]1SC(C)(C)[C@@H]2C(=O)OC the results were Pf apPOL block -2 and mHTT CaM bind 0.
Screening O=C(Cc1cccs1)N1CCCCC1c1nc(-c2cnccn2)no1 (centres undefined) returned Pf apPOL block -1 and mHTT CaM bind 9.
COc1ccc(C(=O)Nc2cccc(C)c2C)cc1OC was read as Pf apPOL block -2 and mHTT CaM bind 6.
Cc1ccc(NC(=O)c2ccc(Br)cc2)cc1[N+](=O)[O-] was read as Pf apPOL block -9 and mHTT CaM bind 14.
C[C@H]1[C@@H](NC(=O)c2cccc(C(F)(F)F)c2)CC[C@@]23CCCN2C(=O)CCC[C@@H]13 was read as Pf apPOL block -4 and mHTT CaM bind -7.
O=[N+]([O-])c1cccc(C2=CC(c3ccccc3F)n3c(nc4ccccc43)N2)c1 (centres undefined) was read as Pf apPOL block -4 and mHTT CaM bind 44.
`Cc1cc(C)nc(SCC(=O)c2ccc(F)cc2F)n1` gave Pf apPOL block 10 and mHTT CaM bind -10.
Cc1ccc(C2(C)SCc3cc(C)c(C)cc3CS2)cc1 was read as Pf apPOL block -9.
For COc1ccc(-c2c(C)c3cc(OC)ccc3oc2=O)cc1 the results were Pf apPOL block -28 and mHTT CaM bind -4.
`Cc1cccc(/C=C2/N=C(c3ccccc3)OC2=O)c1` gave Pf apPOL block 0 and mHTT CaM bind 25.
`Cc1ccc(NS(=O)(=O)c2cccc([N+](=O)[O-])c2)cc1Cl` gave Pf apPOL block -6 and mHTT CaM bind 8.

The last two records of the section before open the next one:
`Cc1cccc(/C=C2/N=C(c3ccccc3)OC2=O)c1` gave Pf apPOL block 0 and mHTT CaM bind 25.
`Cc1ccc(NS(=O)(=O)c2cccc([N+](=O)[O-])c2)cc1Cl` gave Pf apPOL block -6 and mHTT CaM bind 8.
For O=S1(=O)[C@H]2C[C@@H]3C=C[C@@]2(CN1Cc1ccc(I)cc1)O3 the results were Pf apPOL block -3 and mHTT CaM bind 9.
For Cc1ccccc1C1=N/C(=C\c2cccc(I)c2)C(=O)O1 the results were Pf apPOL block 1 and mHTT CaM bind -2.
`COc1ccc(C(=O)N2CC(=O)Nc3ccc(Cl)cc3C2c2ccc(F)cc2)cc1OC` (centres undefined) gave Pf apPOL block -10 and mHTT CaM bind 71*.
Screening Cc1csc(-c2ccc(CNC(=O)Cc3cccc(F)c3)cc2)n1 returned Pf apPOL block -10 and mHTT CaM bind -4.
For CCc1onc(C)c1C1CCCN1Cc1ccc(F)cc1 (centres undefined) the results were Pf apPOL block -2 and mHTT CaM bind -46.
For Cc1nc(CC(=O)Nc2nc3c(s2)CCCC3)cs1 the results were Pf apPOL block -6 and mHTT CaM bind 8.
COc1ccccc1-c1nc(C2CCCN(C(=O)c3cccnc3SC)C2)no1 (centres undefined) was read as Pf apPOL block -5 and mHTT CaM bind 3.
`CCS(=O)(=O)N1CCC(c2nc(C3CC3)no2)C1` (centres undefined) gave Pf apPOL block -1 and mHTT CaM bind -5.
Screening CCSc1nnc2c(n1)OC(C)N(C(=O)CC)c1ccccc1-2 (centres undefined) returned Pf apPOL block -28 and mHTT CaM bind -6.
Screening CCN1C(=O)C(CC(=O)N2CCN(C)CC2)Sc2ncccc21 (centres undefined) returned Pf apPOL block 1 and mHTT CaM bind -10.
`O=C1Nc2cc(C(=O)N3CCN(c4ccccn4)CC3)ccc2N2CCCCC12` (centres undefined) gave Pf apPOL block -4 and mHTT CaM bind -6.
`CCCCOC(=O)COc1ccc2c(-c3ccccc3)cc(=O)oc2c1` gave Pf apPOL block 2 and mHTT CaM bind -12.
Cn1c(=O)c2c(nc3n(CCN4CCOCC4)c(C(C)(C)C)cn23)n(C)c1=O was read as Pf apPOL block -1 and mHTT CaM bind -5.
`C=CCc1c(C)nc(SCCCC)[nH]c1=O` gave Pf apPOL block -5 and mHTT CaM bind -4.
`CCOc1ccc(NC(=O)C(=O)NCc2ccccc2OC)cc1` gave Pf apPOL block -8 and mHTT CaM bind 4.

Looked up by compound from above:
`CCCCOC(=O)COc1ccc2c(-c3ccccc3)cc(=O)oc2c1` gave Pf apPOL block 2 and mHTT CaM bind -12.
For CCc1onc(C)c1C1CCCN1Cc1ccc(F)cc1 (centres undefined) the results were Pf apPOL block -2 and mHTT CaM bind -46.
`CCS(=O)(=O)N1CCC(c2nc(C3CC3)no2)C1` (centres undefined) gave Pf apPOL block -1 and mHTT CaM bind -5.
`C=CCc1c(C)nc(SCCCC)[nH]c1=O` gave Pf apPOL block -5 and mHTT CaM bind -4.
Screening CCSc1nnc2c(n1)OC(C)N(C(=O)CC)c1ccccc1-2 (centres undefined) returned Pf apPOL block -28 and mHTT CaM bind -6.
For Cc1ccccc1C1=N/C(=C\c2cccc(I)c2)C(=O)O1 the results were Pf apPOL block 1 and mHTT CaM bind -2.
Screening Cc1csc(-c2ccc(CNC(=O)Cc3cccc(F)c3)cc2)n1 returned Pf apPOL block -10 and mHTT CaM bind -4.

Remaining list, next part
COC(OC)C12c3ccccc3C(c3ccccc31)C1C(=O)N(c3ccc(C(C)=O)cc3)C(=O)C12 (centres undefined) was read as Pf apPOL block -3 and mHTT CaM bind 23.
For Cc1ccc(C(=O)N2CC3CN(S(=O)(=O)c4cccc(F)c4)CC(C2)O3)s1 the results were Pf apPOL block -4 and mHTT CaM bind 4.
Screening O=c1nc2s/c(=C\c3c(F)cccc3Cl)c(=O)n2nc1Cc1ccccc1 returned Pf apPOL block -2 and mHTT CaM bind 13.
For CC(=O)Nc1ccc(S(=O)(=O)N2CCN(c3ccc(-c4ccccn4)nn3)CC2)cc1 the results were Pf apPOL block 2 and mHTT CaM bind 74*.
